Screening results from PubChem BioAssay.
UBC13 inh = UBC13 polyubiquitin chain formation inhibitors, primary screen, biochemical, TR-FRET, uHTS; Ubiquitin-conjugating enzyme E2 N (Homo sapiens), P61088; inhibition, % at 20 µM; 330,000 tested, 0.47% active; AID 485273, 2010; in the data active means inhibition above about 45%, passing the limit was not always enough
PfG6PD inh = PfG6PD enzyme inhibitors, primary screen, biochemical, fluorescence intensity, uHTS. glucose-6-phosphate dehydrogenase-6-phosphogluconolactonase (Plasmodium falciparum 3D7). inhibition, % at 20 µM. 350,000 tested, 0.78% active. PfGluPho enzyme, NADPH resazurin-diaphorase fluorescence;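 active means inhibition reaching at least a set limit at 20 µM in the primary screen, cut at about 59% in these data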;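 further: 0% = DMSO wells with substrate and 100% = DMSO wells lacking glucose-6-phosphate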
SENP8 block-1 = human SENP8 protease inhibitors, primary screen, biochemical, fluorescence, Nedd8 protein substrate, uHTS; Sentrin-specific protease 8 (Homo sapiens), Q96LD8; recombinant SENP8; inhibition, % at 20 µM; 360,000 tested, 0.64% active; AID 602440, 2012; in the data active means inhibition mostly above about 40%, no sharp cut-off; inactive means mostly below about 27%
Target sequence (Q96LD8 whole entry, looked up): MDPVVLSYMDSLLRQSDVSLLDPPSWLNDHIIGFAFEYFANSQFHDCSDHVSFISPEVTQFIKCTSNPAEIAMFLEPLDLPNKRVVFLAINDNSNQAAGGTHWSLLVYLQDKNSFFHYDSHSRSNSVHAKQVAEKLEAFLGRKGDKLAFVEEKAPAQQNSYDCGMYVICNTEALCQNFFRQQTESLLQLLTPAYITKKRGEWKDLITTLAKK
HKDC1 inhibitor = HKDC1 hexokinase inhibitors, primary screen, biochemical, fluorescence, uHTS; recombinant HKDC1, G6PDH/diaphorase resazurin coupled fluorescence; inhibition, % at 20 µM; 340,000 tested, 0.16% active;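 active means inhibition above about 35% when tested at 20 µM, limit read from the data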;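 further: plate controls were DMSO wells with enzyme for no effect and DMSO wells lacking enzyme for full effect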
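Assay system: recombinant HKDC1 hexokinase; detection: coupled resazurin fluorescence, excitation 525 nm, emission 613 nm; benchmarks: DMSO-plus-enzyme-mix negative control, buffer-substituted positive control; compound dosing: single 20 µM dose; schedule: 90 min at room temperature in dark; also added: glucose plus 1 mM ATP as hexokinase substrates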
SENP8 block-2 = SENP8 protease inhibitors, primary screen, biochemical, luminescence; purified SENP8, Z-RLRGG-aminoluciferin cleavage; inhibition, % at 10 µM; 330,000 tested, 1.2% active; AID 2540, 2010; in the data active means inhibition above about 50%
beta cell repl = inducers of MIN6 beta-cell proliferation, primary screen, ATP luminescence, uHTS; AID 2380, 2010; proliferation, % at 10 µM; 330,000 tested, 0.29% active; MIN6 cells proliferation, ATPlite luminescence, 48 h; cells starved in 0.2% serum; 100% = growth in 10% serum;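 active means compounds whose signal lies at least 3.5 SD above the mean of all wells on their plate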;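 further: 0% = DMSO-treated cells in low-serum medium and 100% = 10% serum control; some compounds called inactive have numbers as strong as hits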
SENP1 FRET inh = human SENP1 catalytic domain inhibitors, primary screen, biochemical, FRET, uHTS | recombinant SENP1 catalytic domain, CyPet-SUMO1-YPet FRET cleavage | 360,000 tested, 0.21% active | inhibition, % at 10 µM;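 active means inhibition at least 30% at 10 µM, raw YFP signal under a set limit, fluorescence ratio 0.5 to 1.5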;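 further: 0% = enzyme with DMSO and 100% = no enzyme wells; some results filed as inactive read as strong as hits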
Target sequence (Q9P0U3 419-644 limits assumed): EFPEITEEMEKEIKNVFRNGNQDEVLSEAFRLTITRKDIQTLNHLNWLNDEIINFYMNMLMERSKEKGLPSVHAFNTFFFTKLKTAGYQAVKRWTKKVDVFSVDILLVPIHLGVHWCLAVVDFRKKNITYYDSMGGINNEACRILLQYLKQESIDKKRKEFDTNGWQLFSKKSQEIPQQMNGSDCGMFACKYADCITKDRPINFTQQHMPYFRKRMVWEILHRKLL
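Material – human SENP1 catalytic domain · Input – SENP1 enzyme, 20 pM final · Compound dosing – single concentration of 10 µM compound, 0.5% DMSO final · Timing – enzyme reaction for 50 min at room temperature, dark · Measured by – FRET fluorescence in CFP and YFP emission channels · Control set – no-enzyme wells low, DMSO-plus-enzyme wells high control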
SENP7 block = SENP7 protease inhibitors, primary screen, biochemical, luminescence, uHTS; recombinant SENP7, Z-RLRGG-aminoluciferin luminescence, 40 min; Sentrin-specific protease 7 (Homo sapiens), Q9BQF6; 330,000 tested, 1.5% active; AID 434973, 2010; inhibition, % at 5 µM;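 active means inhibition above about 50% at the single test dose, limit read from the data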;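 further: plate controls were DMSO with enzyme for no effect and no enzyme buffer wells for full effect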
SENP6 block = SENP6 protease inhibitors, primary screen, biochemical, luminescence, uHTS; Sentrin-specific protease 6 (Homo sapiens), Q9GZR1; Recombinant SENP6 catalytic domain, aminoluciferin luminescence; inhibition, % at 10 µM; 330,000 tested, 1.8% active;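 active means inhibition above about 50% at the single tested dose, limit read from the data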;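 further: plate controls were DMSO wells with enzyme for no effect and DMSO wells lacking enzyme for full effect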
Target sequence (Q9GZR1 628-1112 limits assumed): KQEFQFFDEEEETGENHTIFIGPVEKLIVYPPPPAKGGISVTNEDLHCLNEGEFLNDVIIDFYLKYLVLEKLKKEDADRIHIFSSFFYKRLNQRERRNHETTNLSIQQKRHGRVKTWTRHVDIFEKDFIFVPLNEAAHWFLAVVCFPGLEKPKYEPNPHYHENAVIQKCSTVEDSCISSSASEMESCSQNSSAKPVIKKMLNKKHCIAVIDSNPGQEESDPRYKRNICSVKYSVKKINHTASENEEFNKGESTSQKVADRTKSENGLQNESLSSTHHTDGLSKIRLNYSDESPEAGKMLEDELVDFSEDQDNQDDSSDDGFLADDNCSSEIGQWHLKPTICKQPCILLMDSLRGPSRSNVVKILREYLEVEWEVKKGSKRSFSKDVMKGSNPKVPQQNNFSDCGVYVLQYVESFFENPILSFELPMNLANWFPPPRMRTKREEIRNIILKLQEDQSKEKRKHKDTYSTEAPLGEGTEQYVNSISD
The depositor's hits bear a star; / = no result given.

1: O=S(=O)(c1c(F)cccc1F)N1CCCC2CCCCC21 (stereo not drawn)
2: Cc1nn(-c2ccccc2)c(N)c1C(c1ccccc1)c1c(C)nn(-c2ccccc2)c1N
3: O=C(Nc1ccc2c(c1)OCO2)[C@@H]1CCCN1S(=O)(=O)c1cccc2cccnc12
4: CC(=O)Nc1ccc(S(=O)(=O)N(C)c2ccccc2)cc1
5: CCN(CC)CCn1c(NCc2ccc(OC)cc2)nc2ccccc21
screen / no.,1,2,3,4,5
UBC13 inh,-3,-19,-8,-4,8
PfG6PD inh,6,11,8,-1,2
SENP8 block-1,1,-158,17,12,4
HKDC1 inhibitor,6,-8,-4,14,-10
SENP8 block-2,-1,-17,-11,-5,-3
beta cell repl,0,-1,-4,0,-6
SENP1 FRET inh,1,1,-1,2,1
SENP7 block,-4,3,-14,7,-3
SENP6 block,-13,-17,-13,-7,-9

6: CCC(=O)NC(=S)Nc1ccc(NC(=O)c2ccccc2[N+](=O)[O-])cc1
7: CCOc1ccc(NC(=O)C(NC(=O)C2CCC(C)CC2)C(C)C)cc1 (stereo not drawn)
8: CCOc1ccc(NC(=O)CCc2c(C)noc2C)cc1OC
9: COc1ccccc1-c1nnc2sc(C3CCCCC3)nn12
10: O=C(NCc1ccccc1)C1=C[C@H](c2csc3ccccc23)C[C@H](OCc2ccc(CO)cc2)O1
screen / no.,6,7,8,9,10
UBC13 inh,2,3,-8,-10,-2
PfG6PD inh,32,-4,-1,-32,12
SENP8 block-1,30,7,5,17,11
HKDC1 inhibitor,-8,4,14,14,9
SENP8 block-2,0,5,-12,1,-10
beta cell repl,0,-1,-5,1,-9
SENP1 FRET inh,2,2,-2,2,-3
SENP7 block,1,-1,1,-6,1
SENP6 block,7,11,-6,-2,-16

Compounds 7–8 from above:
7: CCOc1ccc(NC(=O)C(NC(=O)C2CCC(C)CC2)C(C)C)cc1 (stereo not drawn)
8: CCOc1ccc(NC(=O)CCc2c(C)noc2C)cc1OC
screen / no.,7,8
UBC13 inh,3,-8
PfG6PD inh,-4,-1
SENP8 block-1,7,5
HKDC1 inhibitor,4,14
SENP8 block-2,5,-12
beta cell repl,-1,-5
SENP1 FRET inh,2,-2
SENP7 block,-1,1
SENP6 block,11,-6

Later entries.
11: CCOC(=O)N1CCC(NC(=O)c2cnn3c(C(F)(F)F)cc(-c4cccc(OC)c4)nc23)CC1
12: CCOc1ccccc1Nc1nnc(SC(C)C(=O)Nc2nc(-c3ccccc3)cs2)s1 (stereo not drawn)
13: CC(Oc1cccc(Br)c1)C(=O)NNC(=O)CCS(=O)(=O)c1ccccc1 (stereo not drawn)
14: CCN(CC)S(=O)(=O)c1ccc(N2CCOCC2)c(NC(=O)c2ccc3c(c2)OCCO3)c1
15: CCOC(=O)C1CCN(C(=O)C2(NC(=O)Nc3ccccc3C)CCCCC2)CC1
screen / no.,11,12,13,14,15
UBC13 inh,3,-1,13,3,1
PfG6PD inh,-12,-17,-10,-4,-17
SENP8 block-1,/,6,11,-5,12
HKDC1 inhibitor,-2,18,-3,-4,-1
SENP8 block-2,1,-8,5,22,3
beta cell repl,-3,-4,1,9,-1
SENP1 FRET inh,/,2,3,0,-5
SENP7 block,-4,-6,5,-5,6
SENP6 block,-3,-14,0,-9,-28

16: O=C(O)C1CCC(N2C(=O)C3C4CCC(C4)C3C2=O)CC1 (stereo not drawn)
17: Cc1ccccc1CSCCNC(=O)Nc1ccccc1
18: CC(=O)c1ccc(N2CCN(C(=O)c3ccc(Cl)c(NC4=NC5CS(=O)(=O)CC5S4)c3)CC2)cc1 (stereo not drawn)
19: CC(NC(=O)c1ccco1)C(c1cccs1)N1CCN(c2ccccc2)CC1 (stereo not drawn)
20: Cn1c(=NC(=O)C2=NNC(=O)CC2)sc2ccccc21
screen / no.,16,17,18,19,20
UBC13 inh,-5,3,-3,-11,-25
PfG6PD inh,-12,-13,6,12,8
SENP8 block-1,8,14,-110,0,-33
HKDC1 inhibitor,-7,10,-3,-3,-2
SENP8 block-2,-9,9,2,-15,-7
beta cell repl,-4,-4,2,-2,-4
SENP1 FRET inh,2,0,1,2,0
SENP7 block,3,4,-2,20,-2
SENP6 block,0,-8,5,-6,-27

21: CN(CC(=O)NCc1ccccc1)Cc1ccc(Cl)cc1
22: O=C(O)c1ccc(-c2nc(-c3ccccc3)c(-c3cccs3)[nH]2)cc1
23: Clc1ccc(-c2noc(CN3CCN(c4ccccc4)CC3)n2)cc1
24: CN(C)S(=O)(=O)c1ccc2c(c1)Cc1cc(S(=O)(=O)N(C)C)ccc1-2
25: O=C(Nc1ccc2c3c(cccc13)CC2)c1ccc(Br)o1
screen / no.,21,22,23,24,25
UBC13 inh,7,14,0,-3,-12
PfG6PD inh,-4,15,-2,-5,15
SENP8 block-1,10,-422,26,14,2
HKDC1 inhibitor,-4,-6,-8,-3,-3
SENP8 block-2,7,4,-4,6,-17
beta cell repl,-1,-2,0,1,-1
SENP1 FRET inh,0,0,-3,4,15
SENP7 block,-3,0,6,-3,-7
SENP6 block,6,3,13,-20,7

26: O=C(COC(=O)c1ccccc1C(=O)N1CCN(c2ccccc2)CC1)Nc1ccc(F)cc1
27: O=c1cc(Cc2nnc(SCc3ccccc3)n2-c2ccc(Cl)cc2)[nH]c(=O)[nH]1
28: CN(C)c1ccc(C=NNC(=O)c2cccnc2)cc1
29: c1coc(CNc2nc(-c3cccs3)cs2)c1
30: Cn1c2ccccc2c2cc(/C=C(\NC(=O)c3ccccc3)C(=O)O)ccc21
screen / no.,26,27,28,29,30
UBC13 inh,5,4,/,1,-12
PfG6PD inh,3,-10,-6,22,-17
SENP8 block-1,14,26,-38,0,-32
HKDC1 inhibitor,-2,12,6,-4,7
SENP8 block-2,-4,1,/,-2,-6
beta cell repl,-1,0,/,-3,2
SENP1 FRET inh,21,10,2,-3,-1
SENP7 block,0,12,/,-3,-3
SENP6 block,-8,-11,/,10,-7

31: COCCn1c(C)cc(C(=O)COC(=O)c2ccc([N+](=O)[O-])o2)c1C
32: O=C(CCn1c(=S)[nH]c2ccccc2c1=O)NCCc1ccccc1
33: COc1ccc(CC(CC(=O)O)C(=O)NCc2ccccc2)cc1 (stereo not drawn)
34: CCOc1ccc(C(C)=O)cc1COC(=O)CNC(=O)c1cccs1
35: COc1ccc(Nc2oc(COc3ccccc3OC)nc2C#N)cc1
screen / no.,31,32,33,34,35
UBC13 inh,-1,-1,2,-1,-5
PfG6PD inh,22,-4,-5,3,-3
SENP8 block-1,25,2,6,2,37
HKDC1 inhibitor,2,-7,-10,-6,-1
SENP8 block-2,4,-11,-3,-7,-6
beta cell repl,-3,5,-2,6,-3
SENP1 FRET inh,-1,0,1,3,-1
SENP7 block,12,-3,9,-6,-2
SENP6 block,18,-17,-3,1,-16

36: Cc1ccc(S(=O)(=O)N2CCC(C(=O)OCC(=O)NC(C)c3ccc(F)cc3)CC2)cc1C (stereo not drawn)
37: CCc1ccc(CNC(=O)c2ccc3c(c2)NC(=O)C(N2CCOCC2)S3)cc1 (stereo not drawn)
38: CCCNC(=O)N[C@@H](Cc1ccccc1)C(=O)OC
39: Cc1ccc(-c2csc(N3CCN(c4cc5c(cc4Cl)nc(C(C)N)n5CCCO)CC3)n2)cc1 (stereo not drawn)
40: OCC[C@@H]1C[C@@H](O)[C@H](O)[C@@]2(CCc3ccccc3O2)O1
screen / no.,36,37,38,39,40
UBC13 inh,13,-3,4,7,5
PfG6PD inh,-8,1,5,4,0
SENP8 block-1,0,0,13,-4,16
HKDC1 inhibitor,1,-2,3,-6,-2
SENP8 block-2,-1,-23,3,-5,-1
beta cell repl,-1,1,-3,-5,-6
SENP1 FRET inh,0,5,3,-3,2
SENP7 block,-4,-14,4,-3,-7
SENP6 block,-1,-19,-5,-10,-19

41: COc1cc(OC)cc(N(C(=O)CNC(=O)c2ccco2)C(C(=O)NCC2CCCO2)c2ccccc2)c1 (stereo not drawn)
42: COc1ccc(CCN2CC(C(=O)N3CCC(OC)CC3)CCC2=O)cc1 (stereo not drawn)
43: Cc1ccc(C(=O)NCCNS(=O)(=O)c2ccccc2)cc1
44: O=C(c1ccco1)N1CCN(c2ncnc3scc(-c4cccs4)c23)CC1
45: O=C(CSc1nccn1-c1cccc(F)c1)NC1CCCC1
46: O=C(NCc1ccc2c(c1)OCO2)C1CC(=O)N(C2CCCC2)C1 (stereo not drawn)
screen / no.,41,42,43,44,45,46
UBC13 inh,-6,2,1,-12,9,2
PfG6PD inh,-7,-13,0,-6,-15,-11
SENP8 block-1,13,2,29,6,2,13
HKDC1 inhibitor,1,-5,1,-6,-1,-15
SENP8 block-2,-3,3,-1,-11,-3,-15
beta cell repl,-1,1,-2,-1,0,-2
SENP1 FRET inh,2,0,1,1,0,2
SENP7 block,9,-4,3,-9,-1,-13
SENP6 block,8,-3,14,-7,-2,-12

In the list so far, 6 have a furan ring, fused or not:
19: CC(NC(=O)c1ccco1)C(c1cccs1)N1CCN(c2ccccc2)CC1 (stereo not drawn)
25: O=C(Nc1ccc2c3c(cccc13)CC2)c1ccc(Br)o1
29: c1coc(CNc2nc(-c3cccs3)cs2)c1
31: COCCn1c(C)cc(C(=O)COC(=O)c2ccc([N+](=O)[O-])o2)c1C
41: COc1cc(OC)cc(N(C(=O)CNC(=O)c2ccco2)C(C(=O)NCC2CCCO2)c2ccccc2)c1 (stereo not drawn)
44: O=C(c1ccco1)N1CCN(c2ncnc3scc(-c4cccs4)c23)CC1
screen / no.,19,25,29,31,41,44
UBC13 inh,-11,-12,1,-1,-6,-12
PfG6PD inh,12,15,22,22,-7,-6
SENP8 block-1,0,2,0,25,13,6
HKDC1 inhibitor,-3,-3,-4,2,1,-6
SENP8 block-2,-15,-17,-2,4,-3,-11
beta cell repl,-2,-1,-3,-3,-1,-1
SENP1 FRET inh,2,15,-3,-1,2,1
SENP7 block,20,-7,-3,12,9,-9
SENP6 block,-6,7,10,18,8,-7
